Bioassay records deposited in PubChem BioAssay by several laboratories.
ABCB6 inh 2: ABCB6 transporter inhibitors, primary screen, K562-ABCB6 cells, flow cytometry, MLPCN library; fluorescence ratio to DMSO, % at 10 µM; AID 602162, 2011; actives 0.19% (n = 360,000); ATP-binding cassette sub-family B member 6 (Homo sapiens), Q9NP58; K562-ABCB6 porphyrin accumulation, 1 h; hits give low values;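 active = fluorescence ratio to DMSO below 75%, the collection mean minus 3 SD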;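 also: signal is porphyrin accumulated inside mitochondria; 100% equals median channel fluorescence of DMSO control wells; lower ratio means ABCB6 inhibition with less porphyrin fluorescence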
hiPSC survival: enhancers of single-cell hiPSC survival, primary screen, ATPlite luminescence | 100% = ROCK inhibitor wells, 0% = DMSO | survival enhancement, % at 20 µM | actives 0.044% (n = 360,000) | AID 602274, 2012; in the data active = survival enhancement above about 18%;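 also: cells exposed to compounds for 16 hours before the ATP read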
CaV13 FRET inh: Disruptors of the CACNA1D IQ motif to Ca2+-dependent inactivation inhibitor domain association, primary screening, Förster resonance energy transfer in intact living … | HEK cells, CFP/YFP FRET ICDI-IQ, plate reader, 10 min; percent FRET-ratio fall versus neutral wells | inhibition, % at 12.3 µM | actives 0.098% (n = 340,000) | AID 743397;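 active = mean replicate inhibition of at least 30% and at least 1% of replicates passing that level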;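 also: 0% = median of the neutral control wells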
HTR2A ag: mouse Htr2a agonists via beta-arrestin recruitment, primary screen, cell-based, luminescence; AID 624169, 2012; activation, % at 7.6 µM; 5-hydroxytryptamine receptor 2A (Mus musculus), P35363; CHO-K1 mHTR2A beta-arrestin complementation; percent of 30 µM serotonin response; actives 0.66% (n = 360,000);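 active = activation above a run cutoff, the mean activation of all tested compounds plus 3 SD, cut at about 14% in these data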;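 also: 0% = plate median of compound wells and 100% = 30 µM serotonin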
Target sequence (P35363 whole entry, looked up): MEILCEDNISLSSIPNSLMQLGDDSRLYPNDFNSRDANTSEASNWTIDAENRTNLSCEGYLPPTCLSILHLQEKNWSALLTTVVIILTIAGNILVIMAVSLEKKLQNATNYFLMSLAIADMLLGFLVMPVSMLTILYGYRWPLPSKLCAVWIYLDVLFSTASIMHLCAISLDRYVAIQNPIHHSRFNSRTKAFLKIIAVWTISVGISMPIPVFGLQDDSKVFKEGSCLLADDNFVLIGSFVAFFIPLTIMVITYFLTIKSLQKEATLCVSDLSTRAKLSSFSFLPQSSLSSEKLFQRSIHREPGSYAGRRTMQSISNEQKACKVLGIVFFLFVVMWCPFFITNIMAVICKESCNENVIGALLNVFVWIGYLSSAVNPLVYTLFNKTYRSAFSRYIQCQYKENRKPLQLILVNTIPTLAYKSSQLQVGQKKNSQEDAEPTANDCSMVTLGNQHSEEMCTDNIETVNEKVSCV
PDI turbidity: inhibitors of human PDI, primary screen, biochemical, turbidity, single point, plate reader; PDI insulin aggregation turbidity, A650, 90 min; inhibition, % at 10 µM; Protein disulfide-isomerase (Homo sapiens), P07237; actives 0.052% (n = 350,000); AID 588391, 2011;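 active = mean inhibition across replicates of 30% or more, whatever share of single replicates reach that level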;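 also: absorbance from insulin aggregation driven by PDI reduction with DTT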
Target sequence (P07237 whole entry, looked up): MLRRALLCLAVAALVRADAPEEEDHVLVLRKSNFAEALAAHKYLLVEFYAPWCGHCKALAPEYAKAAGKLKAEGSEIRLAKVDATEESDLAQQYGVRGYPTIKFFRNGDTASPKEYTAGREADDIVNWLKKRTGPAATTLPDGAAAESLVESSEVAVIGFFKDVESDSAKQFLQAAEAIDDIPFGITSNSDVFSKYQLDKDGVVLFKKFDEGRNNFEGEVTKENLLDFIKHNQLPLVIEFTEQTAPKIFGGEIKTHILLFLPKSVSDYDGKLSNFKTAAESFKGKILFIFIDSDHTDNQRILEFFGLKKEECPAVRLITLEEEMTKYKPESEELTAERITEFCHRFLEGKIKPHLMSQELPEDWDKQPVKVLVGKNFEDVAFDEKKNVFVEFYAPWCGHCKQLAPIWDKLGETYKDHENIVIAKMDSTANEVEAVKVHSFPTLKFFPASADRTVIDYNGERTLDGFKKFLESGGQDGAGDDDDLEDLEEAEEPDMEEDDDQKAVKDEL
Cardio protect: cardioprotection against H2O2-induced cell death, primary screen, uHTS, H9c2 cells, ATPLite luminescence; H9c2 cardiomyocytes, H2O2 injury protection, 2 h; protection from H2O2 cell death, % at 20 µM; actives 0.63% (n = 360,000); AID 588492, 2011;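 active = compounds giving at least 50% protection of heart cells from peroxide-induced death in the single-dose screen, raw or plate-pattern-corrected value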;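 also: 0% = DMSO wells with peroxide and 100% = DMSO wells without peroxide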
Glyco luc inh: increase of ERlucT glycosylation luciferase signal, primary screen, N-linked glycosylation inhibitor project, D54 ERlucT cells, luminescence, set 2. D54 ERlucT glycosylation luciferase reporter, 24 h; percent of 100 nM tunicamycin response. reporter increase, % at 12.5 µM. actives 0.23% (n = 360,000). AID 588692, 2011;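 active = mean luciferase reporter signal, scaled so untreated is 0 and the glycosylation-blocking control 100, at or above a set limit in every replicate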;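 also: luciferase carries N-glycosylation sites so blocking glycosylation raises the light; 0% = median of neutral control wells and 100% = median of 100 nM tunicamycin wells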
aDG glyco up: activators of alpha-DG glycosylation, primary screen, uHTS, Pro5-aDG cells, AlphaScreen; activation, % at 10 µM; alpha-DG glycosylation AlphaScreen (IIH6); 0% Pro5, 100% B10-LARGE cell signal; actives 0.22% (n = 360,000);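 active = activation of at least 8% versus controls, or a plate z-score of at least 8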;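 also: Pro5 are CHO cells carrying HIG-tagged alpha-DG that lacks glycosylation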
Vif imaging: HIV Vif self-association inhibitors, primary screen, imaging, HEK293T, single point. HEK293T cells, Vif self-association by quenched fluorescence, 24 h. inhibition, % at 7.49 µM. actives 0.35% (n = 340,000); in the data active = inhibition above about 50%, passing the limit was not always enough; also: some results filed as inactive read as strong as hits
Exocytosis inh: LAMP-1 surface exposure blockers, TALL-104 cells – cell-based, flow cytometry, MLPCN library, primary screen; TALL-104 LAMP-1 surface exposure; cells stimulated with thapsigargin and PMA; inhibition, % at 10 µM; actives 0.66% (n = 360,000); AID 651702, 2012;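 active = inhibition above about 55%, limit read from the data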
* marks the source's active call; other numbers are inactive results; x = not tested or not shown.

SMILES | ABCB6 inh 2 | hiPSC survival | CaV13 FRET inh | HTR2A ag | PDI turbidity | Cardio protect | Glyco luc inh | aDG glyco up | Vif imaging | Exocytosis inh
CC(OC(=O)c1c[nH]c2ccccc12)C(=O)N1CCCC1 (centres undefined) | 96 | -0.4 | -6 | -3 | 3 | -2 | 0 | -0.1 | 64* | 17
COC(=O)c1c(C(=O)OC)c(C)n(Cc2cccnc2)c1C | 94 | -0.8 | -3 | 3 | -3 | 8 | 0 | -0.4 | -3 | 1
O=C(Nc1ccc2ccccc2c1)c1ccccc1[N+](=O)[O-] | 97 | -0.7 | -6 | 0 | 1 | -13 | 3 | 0.2 | 2 | 1
Nc1c(-c2ccccc2)c(CN2CCOCC2)nn1-c1ccc(F)cc1 | 100 | -3.1 | -2 | -3 | 6 | 10 | -1 | 0.0 | 3 | -2
Cc1nc2c3ccccc3[nH]c(=O)n2n1 | 92 | -0.4 | -4 | 5 | 1 | 5 | 3 | -0.2 | 11 | -1
CSCC[C@H](NC(=O)NCCC1=CCCCC1)C(=O)O | 97 | -1.0 | x | 0 | 7 | 7 | 0 | -0.1 | -7 | -1
O=c1c2ccccc2nc2n1C(CSCc1ccc(Cl)cc1)CS2 (centres undefined) | 90 | -0.4 | x | 4 | 3 | -25 | -2 | 3.1 | x | 4
COc1ccc(F)cc1-c1cc(NC=O)c2ncc(-c3cccc(C(=O)N(C)C)c3)n2c1 | 93 | 2.5 | -5 | 1 | -8 | 12 | 9 | -0.1 | x | 6
CC(=O)CCc1ccccc1 | 100 | -0.2 | x | -1 | x | 7 | 1 | -0.2 | 19 | 2
O=S(=O)(c1ccc2c(c1)nc(COc1ccc(Cl)cc1)n2CC1CCCO1)N1CCOCC1 (centres undefined) | 100 | 0.8 | -5 | -4 | 4 | -7 | -5 | 0.4 | -5 | 2
Cc1ccc(/C=N/NS(=O)(=O)c2ccc([N+](=O)[O-])cc2)o1 | 101 | 3.7 | -13 | 8 | -5 | -4 | 0 | -0.1 | 0 | -1
Cc1ccc(C)c(OCc2cc(C(=O)N3CCN(c4cnccn4)CC3)no2)c1 | 98 | -0.3 | -3 | -5 | 2 | -1 | 1 | 0.2 | -1 | 2
Clc1ccc2nnc(Cl)n2n1 | 90 | 3.1 | -5 | 9 | 2 | 7 | -1 | 0.1 | 0 | 2
O=C(Cn1cnc2c(cnn2-c2ccccc2)c1=O)N1CCCc2ccccc21 | 93 | -1.9 | -4 | 3 | 4 | -2 | -2 | 0.1 | -9 | 0
Cn1c(SCC(=O)N/N=C/c2ccco2)nc2ccccc21 | 99 | 1.2 | -4 | 2 | -7 | 21 | 0 | -0.4 | -1 | 4

2 consecutive compounds out of the list so far:
SMILES | ABCB6 inh 2 | hiPSC survival | CaV13 FRET inh | HTR2A ag | PDI turbidity | Cardio protect | Glyco luc inh | aDG glyco up | Vif imaging | Exocytosis inh
O=C(Cn1cnc2c(cnn2-c2ccccc2)c1=O)N1CCCc2ccccc21 | 93 | -1.9 | -4 | 3 | 4 | -2 | -2 | 0.1 | -9 | 0
Cn1c(SCC(=O)N/N=C/c2ccco2)nc2ccccc21 | 99 | 1.2 | -4 | 2 | -7 | 21 | 0 | -0.4 | -1 | 4

(continued)
SMILES | ABCB6 inh 2 | hiPSC survival | CaV13 FRET inh | HTR2A ag | PDI turbidity | Cardio protect | Glyco luc inh | aDG glyco up | Vif imaging | Exocytosis inh
O=C1C(C=NCc2ccccn2)=C(O)c2ccccc21 | 98 | 1.4 | -8 | 5 | 9 | 3 | -2 | 0.1 | -3 | 0
Cc1cccc(C)c1N1C(=O)c2ccccc2NC(=O)C1C(=O)NCCc1ccccc1F (centres undefined) | x | x | -8 | 3 | x | x | x | -0.1 | x | -12
NC(=O)c1c(NC(=O)c2ccc(N3C(=O)CCC3=O)cc2)sc2c1CCCC2 | 98 | 0.8 | -5 | 7 | 3 | 5 | 0 | -0.1 | -3 | -5
COc1ccc(-c2csc(N(CCCN(C)C)C(=O)c3cc(OC)c(OC)c(OC)c3)n2)cc1 | 103 | -0.6 | -5 | 0 | -1 | 10 | -5 | 0.0 | -7 | 6
CC(C)C[C@H](NC(=O)c1nc[nH]c1C(=O)NCc1ccccc1)C(=O)OCc1ccccc1 | 101 | 0.7 | -5 | -2 | -8 | -18 | 0 | 0.4 | -1 | -1
COc1ccc(NCC(=O)Nc2ccc(Br)cc2F)c(OC)c1 | 104 | -0.3 | -17 | 3 | 7 | 4 | 4 | -0.1 | -1 | -2
O=C(O)CNS(=O)(=O)c1ccc(F)cc1 | 93 | -1.9 | -4 | -3 | -4 | 4 | -2 | -0.1 | 5 | 0
C=CCN1C=C2C(=O)C(C)(OC(=O)c3ccc(OC)cc3)C(=O)C(c3ccco3)=C2C=C1CCCC (centres undefined) | 87 | 3.5 | -5 | 4 | -3 | -12 | 2 | -0.3 | -2 | 21
O=C(c1cccc(Oc2ccc([N+](=O)[O-])cc2Cl)c1)N1CCOCC1 | 102 | 0.2 | x | 1 | -1 | -1 | -1 | 0.3 | -2 | -10
Cc1ccsc1/C=N/Nc1ncnc2nc[nH]c12 | 95 | -0.2 | -20 | -3 | 0 | 1 | 3 | 0.2 | x | 0
Cc1cc2cc(CNC(=O)c3ccco3)ccc2n1C | 102 | -1.2 | 56* | 2 | x | 7 | 0 | 0.7 | -13 | -7
Cc1ccc(-c2nc(CSCC(=O)N3CCOCC3)c(C)o2)cc1 | 102 | -1.3 | -4 | -7 | 0 | -3 | 2 | 0.2 | -3 | 3
COC(=O)c1ccc(S(=O)(=O)c2ccc(Cl)cc2)c(N)c1 | 92 | 0.6 | -17 | 1 | 2 | -9 | -2 | 1.6 | -2 | -3
CC(OC(=O)c1ccc2ncsc2c1)C(=O)NC1CCCCC1C (centres undefined) | 98 | -0.5 | -6 | -2 | -1 | 1 | 0 | 0.4 | 6 | 1
CCOC(=O)CN1C(=O)S/C(=C/c2ccc3c(c2)n(C)c(=O)n3C)C1=O | 94 | 0.8 | -4 | 2 | 0 | -8 | 1 | 0.1 | 3 | -1
CCC(C)N1C(=O)S/C(=C/c2ccc(Sc3nc4ccccc4[nH]3)o2)C1=O (centres undefined) | 97 | -1.5 | -9 | 3 | -5 | -18 | -3 | 1.9 | -11 | -4
COc1cc2nc(=S)n3[nH]c(COc4ccccc4C)nc3c2cc1OC | 90 | -1.4 | -4 | 3 | -11 | 10 | 4 | -0.4 | 3 | -3
CC(C)CN1C(=O)c2ccc(C(=O)Nc3nccs3)cc2C1=O | 105 | 4.0 | x | 12 | 5 | 8 | -1 | 0.2 | x | 0
C=C(Br)Cn1c(CC)nc2ccccc21 | 100 | -1.3 | -4 | 3 | 5 | 5 | -1 | 0.1 | 4 | 5
CC(CC(=O)NC1CCCCC1)S(=O)(=O)c1ccc2c(c1)NC(=O)CO2 (centres undefined) | 100 | -0.6 | -16 | 2 | 1 | -2 | -4 | -0.1 | -3 | 2
CCNC(=O)COc1ncnc2scc(-c3ccc(F)cc3)c12 | 94 | -0.2 | 2 | 0 | -1 | -4 | 0 | 0.0 | 4 | 6
C=CCNC(=O)N1c2ccccc2Sc2ccccc21 | 106 | -0.1 | -20 | -1 | -6 | -1 | 1 | -0.1 | x | -2
Cc1cccc(-n2cnc3c(sc4nc(N5CCOCC5)c5c(c43)CCCC5)c2=O)c1 | 104 | -0.3 | 0 | 3 | -11 | -4 | -9 | 0.1 | -18 | -3
Cc1c(NC(=O)/C(C#N)=C/c2ccccc2)c(=O)n(-c2ccccc2)n1C | 90 | -0.8 | -2 | 9 | 10 | -6 | 2 | 0.0 | 0 | -2
COc1ccc(C(C2C(=O)CC(C)(C)CC2=O)C2C(=O)CC(C)(C)CC2=O)cc1CO | 102 | 0.6 | -18 | 2 | 1 | 2 | -1 | 0.0 | -1 | 15
O=C(Nc1ccc(S(=O)(=O)N2CCCC2)cc1)c1ccc([N+](=O)[O-])cc1 | 94 | -0.6 | -7 | -7 | 1 | -6 | -3 | -0.1 | -2 | 5
N#C/C(=C\c1c(N2CCC(C(N)=O)CC2)nc2ccccn2c1=O)C(=O)NC1CCCCC1 | 96 | -0.5 | -2 | -6 | 8 | 3 | 0 | 0.4 | -3 | 0
CC(C)COc1ccc(C(=O)NC(CC(C)C)C(=O)O)cc1 (centres undefined) | 120 | 1.8 | x | -3 | -2 | -6 | 1 | 0.1 | 3 | -4
O=C(c1cccs1)N(Cc1ccc(F)cc1)C1CCS(=O)(=O)C1 (centres undefined) | 96 | -0.6 | x | -2 | 4 | -1 | 2 | -0.2 | -2 | 4
COc1ccc(C2CC(c3ccccc3)=NN2S(=O)(=O)c2ccccc2)c(OC)c1 (centres undefined) | 103 | 1.6 | -14 | 2 | -6 | -11 | -3 | -0.2 | 1 | 1
COc1cc(NC(=O)c2cccs2)ccc1NC(=O)c1ccco1 | 95 | -2.6 | -2 | -3 | 0 | 24 | -1 | 0.5 | -1 | 0
O=C(CCCn1c(=O)[nH]c2cc(Cl)ccc2c1=O)NC1CCCCCC1 | 94 | -1.3 | -5 | 5 | -5 | -12 | 2 | 0.2 | 4 | 3
COc1ccc(-c2csc(NC(=O)CSc3nnnn3C)n2)cc1OC | 100 | 0.5 | -6 | 4 | -5 | 20 | -2 | -0.1 | 13 | 0
Cc1ccsc1/C=N/NC(=O)c1ccc([N+](=O)[O-])cc1 | 96 | -0.8 | -3 | -5 | -2 | -1 | 2 | -0.3 | 0 | -1
O=C1c2cccc(OCC(=O)N3CCCc4ccccc43)c2CCN1Cc1ccc(F)cc1 | 84 | 0.0 | -5 | -9 | 0 | -5 | -2 | 0.1 | -4 | 18
Cc1ccccc1Nc1nc(N)nc(CSc2nc3ccccc3c(=O)n2CCCO)n1 | 95 | -2.5 | -8 | -4 | 4 | 18 | 5 | 0.0 | -5 | 9
CCC1OC(=O)C(C)C(OC2C[C@@](C)(OC)C(O)C(C)O2)C(C)C(O[C@@H]2OC(C)CC(N(C)C)C2O)[C@](C)(O)CC(C)C(=NOCOCCOC)C(C)C(O)[C@]1(C)O (some centres undefined) | 106 | -1.4 | -5 | 5 | 3 | 5 | 7 | 0.2 | -2 | 1
CC(C)Nc1nnc(Sc2ccc(Cl)cc2[N+](=O)[O-])s1 | 98 | 5.0 | -5 | 5 | -1 | 6 | -1 | -0.3 | 0 | 2
O=C(NCCCN1CCCC1=O)C1CCN(S(=O)(=O)c2cccc(Cl)c2Cl)CC1 | 96 | 1.7 | -6 | 5 | -11 | 4 | 1 | -0.1 | 3 | -8
C=CC[C@@H](CC(=O)OC(C)(C)C)C(=O)OC[C@@H]1CCCN1C(=O)[C@@H](CC=C)CC(=O)N[C@H](CO)Cc1ccccc1 | 102 | 2.5 | -13 | -7 | 5 | 4 | 0 | 0.8 | -1 | 20
